Bioassay records as filed in PubChem BioAssay.
Apaf1 inhib: human Apaf-1 inhibition; 330,000 compounds, 0.71% hits; inhibition, % at 20 µM; reconstituted apoptosome caspase-3 activity, DEVD-Rh110 fluorescence; active means inhibition of at least 40% at 20 µM;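 further: plate controls were DMSO wells for no effect and DEVD-CHO caspase inhibitor wells for full effect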
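Assay system: Apoptosome proteins | Medium: pH 7.5 Hepes buffer with CHAPS, BSA, DTT | Also added: Cytochrome c and DEVD-Rh110 substrate | Times: 30 min plus 50 min, RT | Detection: Rhodamine 110 fluorescence at Ex 480/Em 540 nm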
SENP8 block-1: blocks human SENP8 cleavage of Nedd8 substrate; Q96LD8; recombinant SENP8, Nedd8 substrate fluorescence; inhibition, % at 20 µM; 360,000 compounds, 0.64% hits; AID 602440; in the data active means inhibition mostly above about 40%, no sharp cut-off; inactive means mostly below about 27%
Target sequence (Q96LD8 whole entry, looked up): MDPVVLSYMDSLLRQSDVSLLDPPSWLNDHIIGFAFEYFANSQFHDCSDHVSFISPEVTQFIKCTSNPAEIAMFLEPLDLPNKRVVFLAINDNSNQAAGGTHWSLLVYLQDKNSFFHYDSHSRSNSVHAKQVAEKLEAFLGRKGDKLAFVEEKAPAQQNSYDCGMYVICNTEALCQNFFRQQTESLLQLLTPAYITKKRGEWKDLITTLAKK
HKDC1 inh: inhibitors of human hexokinase HKDC1; Q2TB90; 340,000 compounds, 0.16% hits; recombinant HKDC1, G6PDH/diaphorase resazurin coupled fluorescence; inhibition, % at 20 µM;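 active means inhibition above about 35% when tested at 20 µM, limit read from the data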;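 further: plate controls were DMSO wells with enzyme for no effect and DMSO wells lacking enzyme for full effect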
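Test system: recombinant HKDC1 (HK5) hexokinase enzyme, produced in-house; Amount: enzyme 5 µg/mL final; Buffer or medium: Tris pH 8.0 buffer with MgCl2, Tween-20, BSA, BME; Reagent: glucose and ATP substrates; Doses: 20 µM test compound, 1% DMSO; Incubation: 90 min reaction incubation at room temperature, dark; Detection: resorufin fluorescence at 613 nm.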
SENP7 inh: blocks the human protease SENP7; Q9BQF6; recombinant SENP7, Z-RLRGG-aminoluciferin luminescence, 40 min; inhibition, % at 5 µM; 330,000 compounds, 1.5% hits;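 active means inhibition above about 50% at the single test dose, limit read from the data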;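 further: plate controls were DMSO with enzyme for no effect and no enzyme buffer wells for full effect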
Target sequence (Q9BQF6 706-1050 limits assumed): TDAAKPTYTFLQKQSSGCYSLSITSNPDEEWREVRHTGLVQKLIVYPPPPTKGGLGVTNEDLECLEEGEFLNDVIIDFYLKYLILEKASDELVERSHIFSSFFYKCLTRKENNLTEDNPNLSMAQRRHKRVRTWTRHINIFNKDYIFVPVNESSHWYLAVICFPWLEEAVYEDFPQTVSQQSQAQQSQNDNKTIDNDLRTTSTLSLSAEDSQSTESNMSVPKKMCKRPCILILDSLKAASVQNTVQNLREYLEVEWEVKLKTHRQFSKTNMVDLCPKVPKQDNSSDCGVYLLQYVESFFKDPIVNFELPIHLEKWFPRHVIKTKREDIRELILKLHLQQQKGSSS
SENP6 block: inhibitors of human SENP6 protease. Q9GZR1. Recombinant SENP6 catalytic domain, aminoluciferin luminescence. inhibition, % at 10 µM. 330,000 compounds, 1.8% hits. AID 2599;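 active means inhibition above about 50% at the single tested dose, limit read from the data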;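 further: plate controls were DMSO wells with enzyme for no effect and DMSO wells lacking enzyme for full effect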
SENP8 block-2: inhibitors of human SENP8 protease; purified SENP8, Z-RLRGG-aminoluciferin cleavage, luminescence; AID 2540; 330,000 compounds, 1.2% hits; inhibition, % at 10 µM; in the data active means inhibition above about 50%
PfGluPho inh: PfG6PD (Plasmodium falciparum) enzyme inhibition. PfGluPho enzyme, NADPH resazurin-diaphorase fluorescence. inhibition, % at 20 µM. 350,000 compounds, 0.78% hits. AID 504690;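 active means inhibition reaching at least a set limit at 20 µM in the primary screen, cut at about 59% in these data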;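 further: 0% = DMSO wells with substrate and 100% = DMSO wells lacking glucose-6-phosphate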
SENP1 FRET inh: inhibitors of human SENP1 SUMO protease catalytic domain; Q9P0U3; recombinant SENP1 catalytic domain, CyPet-SUMO1-YPet FRET cleavage; inhibition, % at 10 µM; 360,000 compounds, 0.21% hits; AID 624204;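 active means inhibition at least 30% at 10 µM, raw YFP signal under a set limit, fluorescence ratio 0.5 to 1.5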;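 further: 0% = enzyme with DMSO and 100% = no enzyme wells; some results filed as inactive read as strong as hits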
Target sequence (Q9P0U3 419-644 limits assumed): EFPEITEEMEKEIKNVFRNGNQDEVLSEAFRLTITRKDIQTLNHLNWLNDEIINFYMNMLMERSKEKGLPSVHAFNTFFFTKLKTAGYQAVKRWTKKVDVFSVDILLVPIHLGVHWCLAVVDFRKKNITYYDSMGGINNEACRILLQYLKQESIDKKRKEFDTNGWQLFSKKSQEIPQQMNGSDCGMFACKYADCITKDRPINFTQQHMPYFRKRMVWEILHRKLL
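Controls: no-enzyme wells low, DMSO-plus-enzyme wells high control. Test system: human recombinant His6-tagged SENP1 catalytic domain enzyme. Reagent: SFCypet-SUMO1-SFYpet FRET protein substrate, 25 nM final. Doses: one dose per compound, 10 µM, 0.5% DMSO. Detection: FRET, CFP and YFP emission. Timing: 50 min reaction at room temperature.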
Active calls of the source: *; i = inactive; . = no result given. Hits appear at their usual frequency; 3.6% or so of the library scored in one or more.

SMILES	Apaf1 inhib	SENP8 block-1	HKDC1 inh	SENP7 inh	SENP6 block	SENP8 block-2	PfGluPho inh	SENP1 FRET inh
Cc1ccc(OCC(=O)Nc2ccc(S(=O)(=O)N3CCOCC3)cc2)c(Br)c1	23	13	0	-12	-9	-12	-6	3
Cc1ccccc1NC(=O)c1ccc2c(c1)C(=O)N(CC(C)C)C2=O	-2	8	-6	15	13	1	2	1
Cc1ccc2c(c1)N(CC(=O)N1CCCC1)C(=O)c1cccnc1O2	-2	0	-5	-2	4	0	-2	2
CCOC(=O)n1c(O)c(N=NC(N)=S)c2cc(C)ccc21	-4	28	-3	-5	1	2	-11	2
COc1ccc(C2c3[nH]c4ccccc4c3C[C@H]3C(=O)N(c4ccccc4C(=O)N4CCC[C@H]4C(=O)O)C(=O)N23)cc1 (stereo partly drawn)	-3	42*	0	-2	-2	3	-1	-47
Cc1cccc2nc(CNC(=O)CC3C(=O)NCCN3Cc3cccc(F)c3)cn12 (stereo not drawn)	8	-6	5	3	-4	10	4	-3
COC(=O)c1cn(C(=O)c2ccc(F)cc2)c2ccccc12	7	5	0	1	14	-2	8	3
O=C(Nc1cccc(-c2nn[nH]n2)c1)c1ccc(Cl)s1	2	2	-4	16	51*	22	-2	-2
CCCCc1cc(=O)oc2cc(O)ccc12	-2	-376	-5	0	9	-1	-11	-180
O=C(COc1ccccc1Cl)NCc1ccco1	-6	8	-8	-3	-9	-6	-9	4
COc1ccc(C2C(C(=O)N3CCN(C)CC3)c3ccccc3C(=O)N2C2CCCCC2)cc1 (stereo not drawn)	19	8	10	3	-14	1	-15	2
CCOc1ccc(S(=O)(=O)/N=C(/Nc2ccc(C)c(S(=O)(=O)N3CCOCC3)c2)c2ccccc2)cc1	18	2	-3	-4	-13	2	1	1
COc1ccc(S(=O)(=O)N2CCN(Cc3cc4c(cc3Br)OCCO4)CC2)cc1	.	26	5	.	.	.	2	0
CCOc1ccc2nc(N/C(N)=N/C(=S)Nc3cccc(C)c3)nc(C)c2c1	1	-165	-7	0	-1	3	22	-4
CCN(C(=O)COC(=O)c1ccccc1Nc1cccc(C)c1C)C1CCS(=O)(=O)C1 (stereo not drawn)	19	-103	0	3	-11	1	-3	1

Among those listed so far, these contain a Cl atom:
SMILES	Apaf1 inhib	SENP8 block-1	HKDC1 inh	SENP7 inh	SENP6 block	SENP8 block-2	PfGluPho inh	SENP1 FRET inh
O=C(Nc1cccc(-c2nn[nH]n2)c1)c1ccc(Cl)s1	2	2	-4	16	51*	22	-2	-2
O=C(COc1ccccc1Cl)NCc1ccco1	-6	8	-8	-3	-9	-6	-9	4

Grouped by structure: the compounds so far with fluorine (2)
SMILES	Apaf1 inhib	SENP8 block-1	HKDC1 inh	SENP7 inh	SENP6 block	SENP8 block-2	PfGluPho inh	SENP1 FRET inh
Cc1cccc2nc(CNC(=O)CC3C(=O)NCCN3Cc3cccc(F)c3)cn12 (stereo not drawn)	8	-6	5	3	-4	10	4	-3
COC(=O)c1cn(C(=O)c2ccc(F)cc2)c2ccccc12	7	5	0	1	14	-2	8	3

(list continues)
SMILES	Apaf1 inhib	SENP8 block-1	HKDC1 inh	SENP7 inh	SENP6 block	SENP8 block-2	PfGluPho inh	SENP1 FRET inh
Cc1cc(=O)[nH]c2c3ccccc3nn12	-2	-24	-15	4	-5	-9	2	2
Cc1ccc(S(=O)(=O)Nc2ccc(C(=O)NCc3ccncc3)cc2)cc1	-5	11	6	3	2	8	-14	-1
O=C(NCCc1ccccc1)c1ccc2nc3cc(Cl)ccc3c(=O)n2c1	3	-307	3	-10	1	1	-2	-23
CCOc1ccc(C2CC(c3c(O)c4ccccc4oc3=O)=NN2c2ccccc2)cc1OC (stereo not drawn)	13	-388	-1	-10	-31	-7	-15	-34
CCOc1cc(/C=C2/NC(=O)N(CC(=O)Nc3cccc(C)c3)C2=O)ccc1OC	-1	-151	-10	2	-14	0	-23	-3
COc1ccc(/C=N/NC(=O)C[n+]2ccccc2)c(OC)c1OC	-2	16	-10	0	-4	-8	-3	0
COc1cc(S(=O)(=O)NC2CCCC2)ccc1-n1cnnn1	-3	10	-6	-2	7	-1	-17	2
O=C1c2ccccc2NC(c2ccc(F)cc2)N1Cc1ccco1 (stereo not drawn)	4	i	2	13	9	6	-7	-1
Oc1c(C=C2N=c3ccccc3=N2)sc(=S)n1C1CCCC1	3	-86	-12	2	-7	-7	12	-13
Cc1ncc(CO)c2c1Oc1nc(-c3ccccc3)nc(SCC(=O)N3CCCCC3)c1C2	21	-8	4	1	7	1	3	-5
Cc1ccc(C)c(Nc2nc3ccccc3n3cnnc23)c1	7	-28	2	1	6	3	17	1
CSCCC(NC(=O)c1cccc(C)c1)C(=O)Nc1sccc1C(N)=O (stereo not drawn)	10	-20	-1	-11	-19	-6	19	-11
N/C(=N\OC(=O)COc1ccc(Br)cc1)c1ccncc1	-8	2	-2	4	-2	-9	-7	2
Cn1c(SCC(=O)C(C)(C)C)nnc1-c1ccncc1	5	11	-5	0	-11	-6	-14	1
O=C(CN1C(=O)CCC1=O)NNc1ccc2ccccc2c1	-3	-116	4	6	-23	1	16	3
CCOC(=O)C1=C(C)NC(=O)NC1c1cccc(OC)c1OCc1ccccc1Cl (stereo not drawn)	21	5	-6	9	0	0	11	-1
COc1cc(OC)cc(C(=O)NNC(=O)CNC(=O)c2cccs2)c1	-1	12	1	5	-17	-3	2	1
CC(=O)Nc1ccc(N=Cc2c(O)c3ccccc3oc2=O)cc1	-5	-141	0	-30	-27	-35	0	-21
O=C(c1ccccc1)N1CCSC1=S	-4	8	5	5	-8	0	4	1
O=C(CSc1nnc(CNc2ccc(F)cc2)o1)N1c2ccccc2Sc2ccccc21	2	5	-9	-5	-7	8	1	1
CC(=O)N(C)c1nc(-c2ccc(Cl)cc2)cs1	-7	13	-3	-2	-16	0	-13	3
Cc1c(N=Cc2cc3c(cc2[N+](=O)[O-])OCO3)cccc1[N+](=O)[O-]	44*	0	12	16	0	3	43	1
COc1ccccc1NC(=O)/C(=C\c1cccnc1)NC(=O)c1ccc(C)cc1	6	10	4	-1	-3	3	-9	-2
CCC1=C(OC(=O)N(CC)CC)N2C(=O)OC(=NCC(=O)OC)[C@]2(C)[C@H]2C1=CC[C@H]1C(=O)N(C)C(=O)[C@H]12	4	4	-6	12	5	1	-6	7
NNC(=O)CNc1ccccc1Cl	-3	14	-3	-1	-27	2	-9	0
O=C(CN1CCN(c2ccccn2)CC1)N1CCc2ccccc21	-5	4	-10	-4	-2	-3	3	1
O=C(Nc1ccc(-c2nc3ccccc3o2)cc1)c1cc(-n2cnnc2)ccc1Cl	8	-198	0	0	-5	0	37	-2
COc1ccc(N2CCN(C(=O)c3ccc(C)cc3)CC2)c([N+](=O)[O-])c1	10	10	-9	-4	-7	-4	-1	2
O=C(CC1(C(=O)O)CCCC1)N1CCOCC1	-2	11	-4	-4	-10	-5	3	-2
Cc1cc(-c2ccc(C)c(S(=O)(=O)Nc3cccc(CN4CCCC4)c3)c2)on1	-8	14	-5	5	4	10	-13	2
O=C(CN(Cc1ccccc1)C(=O)c1csnn1)NCc1ccc2c(c1)OCO2	2	16	0	-11	-8	-8	-14	3
COc1ccc(/C=N/N=C2/NC(=O)C(CC(=O)O)S2)cc1OS(=O)(=O)c1ccccc1 (stereo not drawn)	7	17	0	10	6	4	-26	0
Cc1cc(C)c(NC(=O)C2CCCN2C)c(C)c1 (stereo not drawn)	0	14	-1	-2	1	0	-6	-1
CCC(O)(CC)C(=O)N(Nc1ccc(C)cc1)c1ccc(C)cc1	5	17	-5	3	-19	1	2	1
COc1ccc2cc(C=NS(=O)(=O)c3ccc(C)cc3)n(C)c2c1	10	-36	13	-7	-6	-6	-8	3
CCOCc1nnc(NC(=O)c2ccco2)s1	0	4	-6	3	-9	1	-10	2
COc1ccc(OCc2nc3c4c(ncn3n2)-c2ccccc2CC42CCCC2)cc1	2	12	-8	-2	-12	-3	12	2
COc1ccccc1NC(=O)CN(Cc1ccco1)C(=O)c1cccs1	10	10	-1	4	-4	3	7	1
O=S(=O)(CCN1CCCCC1)CCS(=O)(=O)CCN1CCCCC1	.	9	-2	.	.	.	-7	2
CNC(=O)CSc1nnc(NC(=O)C2CC(=O)N(c3ccccc3OC)C2)s1 (stereo not drawn)	-2	18	9	1	-10	6	6	1
Cc1ccc(-n2nnc3c(=O)n(Cc4ccccc4C)cnc32)cc1	-1	6	-5	12	-15	-15	-8	3
O=C(COC(=O)CNC(=O)c1ccc(Cl)cc1Cl)NC(=O)NC1CCCCC1	6	13	3	-1	-16	-6	2	3
COc1ccccc1C(=O)NNC(=O)C(=O)Nc1ccc(C)cc1	12	1	-2	0	-8	1	-23	1
COc1ccc(COc2cc(-c3cccc(OC)c3)nc3ccc(NC(=O)C(C)C)cc23)cc1	12	i	2	-12	-15	-18	8	0
CC(=O)Nc1ccccc1Sc1ccc2c3c(cccc13)C(=O)N(c1ccc(C)cc1)C2=O	-1	-193	8	5	4	3	-8	-26
O=C(NCc1n[nH]c(=S)n1Cc1ccccc1)c1ccc(Cl)cc1Cl	5	7	-9	-1	1	-8	20	-1
COCCNC(=O)c1onc(CSc2cccc(Cl)c2)c1C(=O)O	-1	10	0	-2	-7	-11	-8	0
CCN(CC)C(=O)CSC1=Nc2ccccc2C2=NC(Cc3c[nH]c4ccccc34)C(=O)N12 (stereo not drawn)	5	16	1	0	5	6	14	1
CCOC(=O)Cc1nnc(NC(=O)c2cccc(OCC)c2)s1	1	-13	-5	13	-19	-11	-6	4
COc1ccccc1C1C(C#N)=C(N)Oc2cc(C)n(Cc3ccccn3)c(=O)c21 (stereo not drawn)	-2	-20	-3	2	6	3	5	-10
COc1cccc(CNC(=O)N2CCN(c3ccccc3)CC2)c1	-7	-6	-4	1	-8	4	-4	1
Cc1nn(C)cc1CN(C)Cc1ccc(OCC(O)CN2CCCCC2)cc1 (stereo not drawn)	-5	16	-5	5	2	4	-11	-1
CCOC(=O)c1sc(NC(=O)/C=C/c2ccccc2)nc1C	-7	-173	-3	-5	0	-2	27	2
COc1ccccc1C(=O)Nc1ccnn1C1CCN(C(=O)c2ccoc2C)CC1	-10	-2	-2	-3	-7	3	-7	-1
Cc1ccc(NS(=O)(=O)c2cc([N+](=O)[O-])ccc2NNC(=S)Nc2cccc(Cl)c2)c(C)c1	.	35	-12	.	.	.	4	54*
O=C(Nc1ccccc1Cl)c1ccc(S(=O)(=O)NCC2CCCO2)cc1 (stereo not drawn)	1	14	-9	-3	3	-1	-8	-1
CCN(C[C@H]1N[C@@](C)(C(=O)OC)[C@H]2C(=O)N(C)C(=O)[C@@H]12)S(=O)(=O)c1ccc(OC)cc1	-19	16	-7	-5	3	2	4	-1
CC(=NNC(=O)c1ccc(NS(=O)(=O)c2cccs2)cc1)c1ccc(OCC(N)=O)cc1	-9	-19	4	1	5	-8	-7	1
CSc1nc2c(cnn2-c2ccccc2)c(=O)n1N	-14	12	-3	3	1	-2	-12	4
CCSc1nnc(NC(=O)c2cccnc2)s1	-9	10	4	16	11	0	41	0
Cc1c(NC(=O)COC(=O)Cc2ccc(Cl)cc2)c(=O)n(-c2ccccc2)n1C	-7	18	-6	-3	-23	-4	-1	5
CCOc1ccc(C(=O)N[C@H](C(=O)Nc2ccc(S(=O)(=O)Nc3nccs3)cc2)C(C)C)cc1	7	-8	-2	8	-9	1	-17	-4
